TROY signal inh = blocks TROY-dependent signaling in reporter cells. Q293 LMP1-TROYcd NF-kB luciferase reporter, 4 h. inhibition, % at 10 µM. 360,000 compounds, 0.98% hits;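 active = compounds whose plate-normalised and pattern-corrected inhibition of the luciferase reporter signal at the single screening dose is 50% or more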
LMP1 NFkB inh = reduces LMP1-driven NF-kappaB luciferase signal; LMP1-induced NF-kappaB luciferase reporter cells, luminescence; inhibition, % at 12.5 µM; 350,000 compounds, 0.69% hits; in the data active = inhibition above about 41%;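 note: 0% = neutral control wells and 100% = reference inhibitor control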
LRH-1 inv ag = suppresses constitutive activity of human LRH-1. AID 602396. O00482. 360,000 compounds, 0.13% hits. inhibition, % at 3.6 µM. HEK293T StAR-luciferase reporter, LRH-1 transfected, 24 h;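 active = inhibition above the mean inhibition of all tested compounds plus 3 SD, cut at about 73% in these data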;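 note: 0% = DMSO wells and 100% = reporter-only cells lacking LRH-1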
NOD2 RIPK2 PPI = inhibitors of human NOD2-RIPK2 interaction | O43353 | CHO BLA complementation NOD2-RIPK2, CCF4 ratio | inhibition, % at 4.98 µM | 360,000 compounds, 0.38% hits | AID 624267; in the data active = inhibition above about 21%;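 note: 0% = vehicle only and 100% = reference blocker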
TRAIL sens C8 = sensitizes caspase-8 expressing cells to TRAIL; inhibition (viability loss, TRAIL sensitization), % at 10 µM; 360,000 compounds, 1% hits; NB7+C8 cells + TRAIL, ATPlite viability luminescence;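 active = compounds causing at least 50% loss of cell viability in the single-dose screen, relative to plate controls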
SRC2 inh = inhibits human steroid receptor coactivator 2. 370,000 compounds, 0.17% hits. AID 651957. HEK293 GAL4-SRC2 luciferase reporter, luminescence. inhibition, % at 9 µM;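 active = inhibition above the mean inhibition of all tested compounds plus 3 SD, set per campaign, cut at about 52% in these data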;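 note: 0% = DMSO treated cells and 100% = cells given Gossypol at 36 µM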
NCOA3 inh = human NCOA3 inhibition. HEK293 GAL4-SRC3 luciferase reporter, luminescence. inhibition, % at 3.6 µM. Q9Y6Q9. 360,000 compounds, 0.17% hits;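 active = inhibition above a per-campaign cutoff, the mean of all compounds plus 3 SD, cut at about 60% in these data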;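 note: 0% = DMSO-treated cells and 100% = gossypol-treated cells at 36 µM; higher means less SRC3-driven luciferase light from the GAL4 reporter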
COUP-TFII inh = blocks human COUP-TFII nuclear receptor. HEK293T NGFI-A luciferase reporter, luminescence. inhibition, % at 8.6 µM. 370,000 compounds, 0.7% hits;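 active = inhibition above a per-plate cutoff, mean inhibition of test wells between control levels plus 3 SD, cut at about 38% in these data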;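 note: cells cotransfected with COUP-TFII expression vector driving the NGFI-A reporter; 0% = median of COUP-TF2 test wells and 100% = reporter-only cells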
SRC1 inh = human NCOA1 inhibition; HEK293 GAL4-SRC1 luciferase reporter, luminescence; inhibition, % at 3.6 µM; Q15788; 360,000 compounds, 0.12% hits;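 active = inhibition above the campaign mean plus 3 SD, with each screening campaign given its own cutoff, cut at about 60% in these data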;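 note: 0% = DMSO treated cells and 100% = gossypol at 36 µM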
Target sequence (Q15788 whole entry, looked up, the tested form may be a part): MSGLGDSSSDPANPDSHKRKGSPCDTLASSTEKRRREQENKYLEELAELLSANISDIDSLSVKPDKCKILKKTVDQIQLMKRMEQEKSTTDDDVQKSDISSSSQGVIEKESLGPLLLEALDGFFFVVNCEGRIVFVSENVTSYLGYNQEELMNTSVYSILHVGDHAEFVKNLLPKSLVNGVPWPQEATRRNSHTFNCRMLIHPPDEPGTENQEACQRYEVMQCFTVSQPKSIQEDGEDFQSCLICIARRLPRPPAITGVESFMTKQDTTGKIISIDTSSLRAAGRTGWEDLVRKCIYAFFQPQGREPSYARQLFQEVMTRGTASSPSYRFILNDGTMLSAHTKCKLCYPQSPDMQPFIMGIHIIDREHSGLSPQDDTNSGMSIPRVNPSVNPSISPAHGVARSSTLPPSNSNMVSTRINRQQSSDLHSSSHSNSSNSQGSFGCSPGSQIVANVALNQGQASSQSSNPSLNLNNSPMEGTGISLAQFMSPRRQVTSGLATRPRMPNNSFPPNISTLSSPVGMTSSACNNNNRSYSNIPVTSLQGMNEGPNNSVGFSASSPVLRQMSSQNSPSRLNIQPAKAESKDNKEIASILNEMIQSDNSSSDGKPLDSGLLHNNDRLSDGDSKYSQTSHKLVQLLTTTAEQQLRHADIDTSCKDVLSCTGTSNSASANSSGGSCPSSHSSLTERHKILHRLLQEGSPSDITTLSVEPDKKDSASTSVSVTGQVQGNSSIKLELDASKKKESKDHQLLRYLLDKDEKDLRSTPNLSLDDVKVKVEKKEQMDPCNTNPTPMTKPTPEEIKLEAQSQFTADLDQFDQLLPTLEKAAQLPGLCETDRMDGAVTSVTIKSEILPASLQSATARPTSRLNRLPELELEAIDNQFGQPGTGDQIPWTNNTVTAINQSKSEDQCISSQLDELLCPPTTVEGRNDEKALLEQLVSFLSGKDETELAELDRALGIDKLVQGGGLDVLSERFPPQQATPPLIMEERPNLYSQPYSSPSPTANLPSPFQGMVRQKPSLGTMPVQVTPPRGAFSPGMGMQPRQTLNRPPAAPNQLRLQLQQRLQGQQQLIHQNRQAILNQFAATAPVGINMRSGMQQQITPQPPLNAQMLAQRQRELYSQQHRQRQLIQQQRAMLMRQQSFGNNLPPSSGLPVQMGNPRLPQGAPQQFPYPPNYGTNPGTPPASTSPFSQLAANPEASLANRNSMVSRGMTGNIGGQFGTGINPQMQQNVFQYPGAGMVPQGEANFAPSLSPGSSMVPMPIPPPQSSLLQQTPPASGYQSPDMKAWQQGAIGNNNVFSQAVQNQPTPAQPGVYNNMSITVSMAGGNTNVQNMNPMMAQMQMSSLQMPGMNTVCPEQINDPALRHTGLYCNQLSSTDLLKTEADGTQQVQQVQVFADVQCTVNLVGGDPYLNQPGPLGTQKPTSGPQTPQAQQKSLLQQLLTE
Vif inh = HIV Vif inhibition; AID 602346; 340,000 compounds, 0.35% hits; inhibition, % at 7.49 µM; HEK293T cells, Vif self-association by quenched fluorescence, imaging, 24 h; in the data active = inhibition above about 50%, passing the limit was not always enough; note: some results filed as inactive read as strong as hits
TLR9-MyD88 block = TLR9-MyD88 interaction inhibition; Q9NR96+Q99836; CHO BLA complementation TLR9-MyD88, CCF4 FRET ratio; inhibition, % at 4.98 µM; 340,000 compounds, 0.21% hits; AID 504734;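 active = inhibition above the mean over all tested compounds plus 3 SD, cut at about 21% in these data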;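 note: 0% = DMSO only wells and 100% = clavulanate BLA inhibitor control wells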
Active calls of the source: *; / = not tested or not shown. This is a subset; rates above refer to the full screens.

SMILES	TROY signal inh	LMP1 NFkB inh	LRH-1 inv ag	NOD2 RIPK2 PPI	TRAIL sens C8	SRC2 inh	NCOA3 inh	COUP-TFII inh	SRC1 inh	Vif inh	TLR9-MyD88 block
COc1ccc(N2Cc3cccc(C(=O)O)c3C2=O)cc1	-12	-10	-35	2	-4	/	1	/	-2	8	1
Cc1ccc(Nc2ncnc(Cl)c2N)cc1	-21	4	-10	-16	-4	-12	-25	-16	-36	17	-4
O=C(O)c1ccccc1OCC1CCCO1 (stereo unspecified)	9	2	11	-5	9	2	-8	6	-35	-7	6
Cc1cc(Oc2cnn(C(C)(C)C)c(=O)c2Cl)cc(C(C)C)c1	20	2	-1	-3	6	-14	17	-8	-11	-3	-1
CCOC(=O)C1(CCOc2ccccc2)CCN(Cc2cccc(OC)c2O)CC1	17	13	11	-4	-1	10	16	14	-7	-16	-8
CCOC(=O)C(C)On1c(-c2ccc(Cl)cc2)nc2ccc([N+](=O)[O-])cc21 (stereo unspecified)	24	-46	-148	-8	21	-48	-128	-20	-79	4	-7
Cc1cc2c(=O)n(C)c(SCC(=O)NCC3CCCO3)nc2s1 (stereo unspecified)	-2	-8	10	-8	2	1	7	-20	-7	27	-1
NC(=O)CSCc1cccc(Br)c1	3	2	-11	-1	-29	-20	-14	-13	-2	/	4
Cc1cccc(C(=O)NC(=S)N2CCN(c3ccc([N+](=O)[O-])cc3)CC2)c1	-24	-8	-29	-4	7	-8	8	4	-16	5	-6
Cc1csc(NC(=O)c2cc(C)on2)n1	-52	4	-93	16	19	-39	-75	-55	-105	/	-9
Cc1ccc(-c2nnn(CC(=O)N(CC3CCCO3)C(C(=O)NCC3CCCO3)c3ccc(F)cc3)n2)o1 (stereo unspecified)	2	5	17	-2	-5	6	-6	8	-4	0	-5
CCC(CC)C(=O)c1c[nH]c(C(=O)NN)c1	8	-4	28	14	-5	-17	11	-8	7	14	-4
CCCC(=O)N1CCC1(C)C(=O)NS(=O)(=O)c1ccccc1 (stereo unspecified)	1	/	-25	2	-14	-15	-8	-11	-10	17	/
O=S(=O)(O)c1cccnc1SCc1ccccc1	-16	-3	3	-15	11	-6	6	7	3	11	1
Cc1ccc(S(=O)(=O)CCC(=O)N2CCN(c3ccccc3F)CC2)cc1	-21	-3	-10	-13	3	-14	5	10	-1	1	-14
CCOC(=O)N1CCN(Cc2cc(=O)oc3cc4c(cc23)CCC4)CC1	1	4	-7	-14	12	6	10	2	6	/	-6
CCOc1ccc(CSCCNC(=S)Nc2ccccc2)cc1	24	-8	21	1	6	-3	15	19	2	-18	-6
O=C(c1ccc2c(c1)OCO2)C1CCCN(Cc2cn[nH]c2-c2ccccc2)C1 (stereo unspecified)	17	3	-30	2	-1	8	9	13	5	0	-6
Cc1nnc(SCC(=O)Nc2ccc(-c3nc4ccccc4s3)cc2)s1	55*	11	-142	-14	67*	-33	-100	-42	-109	-1	-8
COc1ccccc1N=Nc1[nH]c2ccc(C)cc2c1O	-50	-25	-1	-5	-10	-36	-22	-16	-28	-3	4
CCOCCCNC(=O)c1oc2ccc3c(c2c1C)C(O)CC(C)(C)O3 (stereo unspecified)	4	1	-1	1	-1	12	8	-28	-7	-8	5
CN1CCN(S(=O)(=O)c2ccc(C(=O)Nc3ccccc3)cc2)CC1	-12	2	-17	-2	11	-6	1	0	-7	8	0
CCn1c(=O)cc(OCC(=O)NCCc2cccc(C)c2)c2ccccc21	-13	1	-13	3	-3	0	3	-32	-9	5	-4
Cc1ccc(NC(=O)Nc2ccc(Cl)cn2)cc1	-21	-38	-75	-3	14	-21	-82	-31	-94	/	-1
CC(=O)Nc1ccc(S(=O)(=O)N/N=C/c2ccc(C)o2)cc1	-4	0	-1	-8	-5	-11	-2	20	7	2	-7

Reformatted as labelled records: part of the list above.
> Cc1nnc(SCC(=O)Nc2ccc(-c3nc4ccccc4s3)cc2)s1
  TROY signal inh = 55*; LMP1 NFkB inh = 11; LRH-1 inv ag = -142; NOD2 RIPK2 PPI = -14; TRAIL sens C8 = 67*; SRC2 inh = -33; NCOA3 inh = -100; COUP-TFII inh = -42; SRC1 inh = -109; Vif inh = -1; TLR9-MyD88 block = -8

> Cc1ccc(NC(=O)Nc2ccc(Cl)cn2)cc1
  TROY signal inh = -21; LMP1 NFkB inh = -38; LRH-1 inv ag = -75; NOD2 RIPK2 PPI = -3; TRAIL sens C8 = 14; SRC2 inh = -21; NCOA3 inh = -82; COUP-TFII inh = -31; SRC1 inh = -94; Vif inh = /; TLR9-MyD88 block = -1

Shown in CSV form: entries from further up
SMILES,TROY signal inh,LMP1 NFkB inh,LRH-1 inv ag,NOD2 RIPK2 PPI,TRAIL sens C8,SRC2 inh,NCOA3 inh,COUP-TFII inh,SRC1 inh,Vif inh,TLR9-MyD88 block
COc1ccc(N2Cc3cccc(C(=O)O)c3C2=O)cc1,-12,-10,-35,2,-4,/,1,/,-2,8,1
Cc1ccc(Nc2ncnc(Cl)c2N)cc1,-21,4,-10,-16,-4,-12,-25,-16,-36,17,-4
O=C(O)c1ccccc1OCC1CCCO1 (stereo unspecified),9,2,11,-5,9,2,-8,6,-35,-7,6
Cc1cc(Oc2cnn(C(C)(C)C)c(=O)c2Cl)cc(C(C)C)c1,20,2,-1,-3,6,-14,17,-8,-11,-3,-1
CCOC(=O)C1(CCOc2ccccc2)CCN(Cc2cccc(OC)c2O)CC1,17,13,11,-4,-1,10,16,14,-7,-16,-8
CCOC(=O)C(C)On1c(-c2ccc(Cl)cc2)nc2ccc([N+](=O)[O-])cc21 (stereo unspecified),24,-46,-148,-8,21,-48,-128,-20,-79,4,-7
Cc1cc2c(=O)n(C)c(SCC(=O)NCC3CCCO3)nc2s1 (stereo unspecified),-2,-8,10,-8,2,1,7,-20,-7,27,-1
NC(=O)CSCc1cccc(Br)c1,3,2,-11,-1,-29,-20,-14,-13,-2,/,4
Cc1cccc(C(=O)NC(=S)N2CCN(c3ccc([N+](=O)[O-])cc3)CC2)c1,-24,-8,-29,-4,7,-8,8,4,-16,5,-6
Cc1csc(NC(=O)c2cc(C)on2)n1,-52,4,-93,16,19,-39,-75,-55,-105,/,-9
Cc1ccc(-c2nnn(CC(=O)N(CC3CCCO3)C(C(=O)NCC3CCCO3)c3ccc(F)cc3)n2)o1 (stereo unspecified),2,5,17,-2,-5,6,-6,8,-4,0,-5
CCC(CC)C(=O)c1c[nH]c(C(=O)NN)c1,8,-4,28,14,-5,-17,11,-8,7,14,-4
CCCC(=O)N1CCC1(C)C(=O)NS(=O)(=O)c1ccccc1 (stereo unspecified),1,/,-25,2,-14,-15,-8,-11,-10,17,/
O=S(=O)(O)c1cccnc1SCc1ccccc1,-16,-3,3,-15,11,-6,6,7,3,11,1

The listing continues:
SMILES	TROY signal inh	LMP1 NFkB inh	LRH-1 inv ag	NOD2 RIPK2 PPI	TRAIL sens C8	SRC2 inh	NCOA3 inh	COUP-TFII inh	SRC1 inh	Vif inh	TLR9-MyD88 block
S=C(Nc1ccccc1)Nc1cccc(Br)c1	-9	3	12	5	-23	14	4	14	-10	0	-4
COc1cccc(-c2csc(N3CCN(C(=O)Nc4ccc(Cl)cc4)CC3)n2)c1	9	-3	-32	5	-2	2	-34	1	-4	-12	-5
COc1ccccc1C(=O)Nc1ccc(OC(C)C(=O)N2CCOCC2)cc1 (stereo unspecified)	3	-2	5	3	-18	2	-10	1	-9	-2	-10
CCCCS(=O)(=O)NC1=NCN(CC)CN1	-8	0	-8	-3	1	5	2	6	-8	6	8
CCSc1nnc(NC(=O)NCC(F)(F)F)s1	2	4	-1	3	-10	-15	-1	-5	-14	-27	7
O=S(=O)(c1ccccc1)N1CCN(Cc2ccccc2C(F)(F)F)CC1	-15	-7	9	-2	4	-3	9	12	2	25	6
CCCCN(CC(O)COc1cccc(C)c1)CC(O)COc1cccc(C)c1 (stereo unspecified)	2	5	-7	7	-8	-8	13	13	15	-2	-11
Cc1ccc(Cn2nc(C)c(NC(=O)c3nn(C)cc3Cl)c2C)cc1	-2	-1	27	-9	-18	13	2	9	6	20	6
COc1cccc(CNCc2ccc(SC)cc2)c1OC	-6	6	2	-3	-22	-7	-11	21	6	6	-2
C[C@@H]1CN([C@@H](C)CO)C(=O)CCCn2nncc2CO[C@H]1CN(C)S(=O)(=O)c1ccc(-c2ccccc2)cc1	5	0	-9	-3	-1	7	-3	-12	11	/	8
CC1(C)CC(=O)c2cc(OCC(=O)N3CCOCC3)ccc2O1	0	13	-4	-11	7	-6	4	-8	-1	5	-9
CCOC(=O)c1c(NC(=O)CSc2nnc3c(Cl)cc(Cl)cn23)sc2c1CCC2	22	-4	-7	-7	-8	5	26	8	-2	-8	-4
C(=N\Nc1nc2ccccc2[nH]1)/c1cccs1	-45	-38	-82	-9	5	-52	-49	-28	-68	/	-1
Cc1ccc(S(=O)(=O)N(C)c2ccc(OCC(=O)OCc3cccc(Br)c3)cc2)cc1	0	8	-9	-5	-4	-26	-4	-6	-7	0	1
CCN(CC)c1ccc(C(=O)NC(=S)Nc2cc(S(=O)(=O)N3CCOCC3)ccc2-n2cncn2)cc1	4	-8	3	3	15	-2	24	3	6	4	-2
CN(C)C(=O)CCc1ccc2c3c([nH]c2c1)[C@]1(C)[C@@H](C(=O)N2CCCCC2)C[C@H](CC(=O)NCc2cccc(C(F)(F)F)c2)C(=O)N1CC3	6	-3	5	-27	15	-19	2	-1	-6	1	-12
COC(=O)COc1ccc(C(c2c(C)[nH][nH]c2=O)c2c(C)[nH][nH]c2=O)cc1	-2	7	-3	-2	-5	-9	4	-22	13	6	4
Cc1[nH]c(=O)[nH]c(=O)c1CSCC(=O)OCC(=O)c1ccc(Br)cc1	-1	-9	4	13	2	-1	19	-2	-12	1	-4
CCOC(=O)C(NC(=O)c1ccccc1OCC)(Nc1ncccn1)C(F)(F)F (stereo unspecified)	-1	3	7	-1	3	4	20	2	10	0	2

From PubChem BioAssay
